Compound activity deposited in PubChem by several laboratories.
Dynein cargo inh: dynein cargo transport inhibition | 3617.4 mouse cells, GR-EGFP nuclear translocation imaging; test concentration mostly 20 µM; stimulated with dexamethasone, 1 µM; stronger effect = lower value | z-score, hits read low | 0.47% of 220,000 active;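 active = plate z-score of nuclear minus cytoplasmic receptor signal below a set negative limit, without overly bright fluorescence or cell loss, cut at about -3.5 in these data, passing the limit was not always enough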;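 also: z-score of nuclear minus cytoplasmic ring GR-EGFP intensity difference per well; some compounds called inactive have numbers as strong as hits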
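Medium: Induction medium lacking tetracycline, stripped serum | Probe or stimulus: 1.0 µM final dexamethasone stimulus | Schedule: 48 h induction, then 1 h compound, then 30 min agonist, 37 °C | Signal: Automated 10x imaging of fixed Hoechst-stained cells | Evaluation: Per-cell GR-EGFP intensity, nucleus versus surrounding cytoplasmic ring, well-averaged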
Insulin prom up: MIN6 insulin promoter up-regulation; MIN6 insulin promoter-GFP reporter, high-content imaging; stronger effect = higher value; 0.3% of 190,000 active; z-score at 5 µM;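 active = z-score above 3 at 5 µM with at least 500 cells counted in the well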
WT yeast gro inh: growth inhibition of WT yeast, mitochondrial fusion screen | mitochondrial fusion phenotypic screen, WT strain | inhibition, % at 10 µM | 2.1% of 190,000 active | AID 1362; in the data active = inhibition above about 58%; tested in S. cerevisiae
Lipid droplet: hepatic lipid droplet formation modulation | AML12 mouse hepatocytes, oleate lipid droplets, BODIPY imaging | AID 1656 | inhibition, % at 6.5 µM | 0.4% of 240,000 active;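 active = lipid droplet intensity inhibited by at least 50%, with more than 500 cells counted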
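Assay system: AML12 hepatocytes (mouse) / Also added: 100 µM oleic acid challenge / Times: overnight treatment with compound plus oleate / Detection: high-content imaging of BODIPY-stained droplets and DAPI nuclei / Evaluation: % inhibition of lipid droplet signal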
Autophagy mod: modulators of autophagy. MEF GFP-LC3 puncta imaging; test concentration mostly 10 µM. calls only at 10 µM (by protocol). 0.98% of 190,000 active;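 active = percentage of spot-positive cells more than 3 SD above its plate mean, without a fluorescence outlier flag or 80% toxicity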;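 also: spot-positive cell cutoff set from DMSO-treated cells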
bCat nuc transl: alters nuclear translocation of beta-catenin in HeLa cells | immunofluorescence imaging | nuclear translocation activity, % at 5 µM | 0.3% of 190,000 active | AID 1665;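 active = nuclear translocation activity above 50% at 5 µM, with a well cell count of 50 or more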;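 also: per-cell ratio of nuclear to cytoplasmic median beta-catenin stain intensity; plate controls were DMSO negative control for no effect and GSK-3 inhibitor IX positive control for full effect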
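Technique: fluorescence imaging of beta-catenin antibody stain plus DAPI / Material: human HeLa cell line / Incubation: compound treatment 24 h, 37°C, 5% CO2 / Read-out basis: % activation of per-cell nuclear versus cytoplasmic median beta-catenin signal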
HEK293 NOD2/NF-kB: inhibition of NOD2-driven NF-kB reporter – cell-based, luminescence, uHTS, HEK293 (AID 1566). 0.63% of 290,000 active. HEK293 NOD2/NF-kB luciferase reporter, luminescence; higher % means a stronger effect. inhibition, % at 4 µM; hits with a dose series show EC50 in µM; in the data active = inhibition above about 50%; also: many of its hits are not listed in these tables
Yfh1-depleted yeast: mitochondrial function rescue without frataxin homolog – Friedreich's ataxia, plus single-dose screen, dose response (AID 1465). S. cerevisiae Yfh1-off respiration, WST-1 reduction, 72 h; higher fold induction means a stronger effect. fold induction at 50 µM, or EC50 in µM where a hit was titrated. 0.074% of 220,000 active;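 active = fold induction of absorbance versus untreated yeast above a set limit, then at least 30% activation at any dose in follow-up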;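 also: activators that raise dye reduction in frataxin-depleted yeast; strong numbers were not always called active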
MT stabilizer: microtubule stabilizers in HeLa cells | HeLa tubulin immunostaining HCS, 24 h; share of cells brighter than vehicle mean+2SD | % tubulin-high responders, % at 10 µM | 0.83% of 200,000 active;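 active = plate Z-score above 3 for both tubulin-high and condensed-nucleus cell shares, with cell loss under 80%, at 10 µM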;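 also: anti alpha tubulin signal scored within the nucleus-defined area of each cell; some results filed as inactive read as strong as hits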
WT yeast gro inh mutant strain: recorded beside WT yeast gro inh, whose call it bears; inhibition, %; mitochondrial fusion phenotypic screen, mutant strain inhibition
Dynein cargo inh cytoplasmic EGFP: recorded beside Dynein cargo inh, whose call it bears; z-score; measured here: cytoplasmic GR-EGFP intensity; stronger effect = higher value
Dynein cargo inh nuclear GR-EGFP: recorded beside Dynein cargo inh, whose call it bears; z-score; measured here: nuclear GR-EGFP intensity;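 lower value marks the stronger effect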
Dynein cargo inh cell count: second read-out of Dynein cargo inh, no call of its own (marks repeat the call); z-score; measured here: cell count per field
Insulin prom up cell count: also measured in Insulin prom up; calls as there; cell count; measured here: cytotoxicity, nuclei count;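 total cells summed across four imaged fields per well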
Lipid droplet cells 6.5 µM: second read-out of Lipid droplet, no call of its own (marks repeat the call); cell count; measured here: cell count, cytotoxicity flag;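 cells counted across two imaged fields per well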
bCat nuc transl cell count 5 µM: recorded beside bCat nuc transl, whose call it bears; cell count; measured here: cell count, cytotoxicity flag
MT stabilizer Hoechst-high %: recorded beside MT stabilizer, whose call it bears; % Hoechst-high responders; measured here: nuclear condensation Hoechst responders;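 share of cells brighter than vehicle mean plus two SD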
MT stabilizer cytotoxicity %: further read-out of MT stabilizer, marked with its call; toxicity, %; measured here: cytotoxicity by cell density;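 0% = mean cell density of plate MIN control wells and 100% = no cells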
Autophagy mod cell loss 18 h: second read-out of Autophagy mod, no call of its own (marks repeat the call); toxicity, %; measured here: cell loss, nuclei count;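 cell loss after 18 h compound exposure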
* marks the source's active call; other numbers are inactive results. Only part of the results is shown; count on the stated rates, not on these rows.

Results for Cc1ccc(C)c(N(CC(=O)NC2CCCC2)C(=O)CCCC(=O)Nc2ccccn2)c1 ?
Dynein cargo inh: -0.16; Insulin prom up: -0.45; WT yeast gro inh: -3; Autophagy mod: inactive; bCat nuc transl: 0.5; HEK293 NOD2/NF-kB: 8%; Yfh1-depleted yeast: inactive; MT stabilizer: 3.4; WT yeast gro inh mutant strain: -5; Dynein cargo inh cytoplasmic EGFP: -0.2; Dynein cargo inh nuclear GR-EGFP: 0.14; Dynein cargo inh cell count: 0.45; Insulin prom up cell count: 1251; bCat nuc transl cell count 5 µM: 1139; MT stabilizer Hoechst-high %: 2.3; MT stabilizer cytotoxicity %: 10; Autophagy mod cell loss 18 h: 21

How did CS(=O)(=O)N(CC(=O)NCc1ccncc1)c1ccc(F)c(Cl)c1 do in these assays?
Dynein cargo inh: -0.43; Insulin prom up: -0.29; WT yeast gro inh: 0; Lipid droplet: -3; Autophagy mod: inactive; bCat nuc transl: 1.3; HEK293 NOD2/NF-kB: -4%; Yfh1-depleted yeast: inactive; MT stabilizer: 2.8; WT yeast gro inh mutant strain: -2; Dynein cargo inh cytoplasmic EGFP: -0.22; Dynein cargo inh nuclear GR-EGFP: -0.4; Dynein cargo inh cell count: 0.59; Insulin prom up cell count: 1478; Lipid droplet cells 6.5 µM: 757; bCat nuc transl cell count 5 µM: 1003; MT stabilizer Hoechst-high %: 2.7; MT stabilizer cytotoxicity %: 2.8; Autophagy mod cell loss 18 h: -37

What do the screens show for `Cc1c(NC(=S)NC(NC(=O)CC(C)C)C(Cl)(Cl)Cl)c(=O)n(-c2ccccc2)n1C` (stereo not drawn)?
Dynein cargo inh: -0.75; Insulin prom up: -0.17; WT yeast gro inh: -4; Lipid droplet: -12; Autophagy mod: inactive; bCat nuc transl: -1.4; HEK293 NOD2/NF-kB: 2%; Yfh1-depleted yeast: inactive; MT stabilizer: 4.4; WT yeast gro inh mutant strain: 7; Dynein cargo inh cytoplasmic EGFP: -0.24; Dynein cargo inh nuclear GR-EGFP: -0.43; Dynein cargo inh cell count: 0.63; Insulin prom up cell count: 1451; Lipid droplet cells 6.5 µM: 658; bCat nuc transl cell count 5 µM: 1062; MT stabilizer Hoechst-high %: 2.8; MT stabilizer cytotoxicity %: 5.2; Autophagy mod cell loss 18 h: 4

Results for Cn1c(SCC(=O)NCCNC(=O)CSc2nnc(C(F)(F)F)n2C)nnc1C(F)(F)F ?
Dynein cargo inh: 2.5; Insulin prom up: -0.28; WT yeast gro inh: -15; Lipid droplet: -4; Autophagy mod: inactive; HEK293 NOD2/NF-kB: 13%; Yfh1-depleted yeast: inactive; MT stabilizer: 1.4; WT yeast gro inh mutant strain: -8; Dynein cargo inh cytoplasmic EGFP: -0.18; Dynein cargo inh nuclear GR-EGFP: 1.7; Dynein cargo inh cell count: -1.1; Insulin prom up cell count: 869; Lipid droplet cells 6.5 µM: 789; MT stabilizer Hoechst-high %: 1.2; MT stabilizer cytotoxicity %: 6.4; Autophagy mod cell loss 18 h: -1

Results for N/C(=N\OC(=O)c1cccc2ccccc12)c1ccccn1 ?
Dynein cargo inh: 0.12; Insulin prom up: 0.2; Lipid droplet: -3; bCat nuc transl: 0.4; HEK293 NOD2/NF-kB: -180%; Yfh1-depleted yeast: inactive; Dynein cargo inh cytoplasmic EGFP: -0.23; Dynein cargo inh nuclear GR-EGFP: -0.019; Dynein cargo inh cell count: 0.16; Insulin prom up cell count: 1147; Lipid droplet cells 6.5 µM: 727; bCat nuc transl cell count 5 µM: 1393

How did COc1ccc(CCNC(=O)C2CC(=O)N(c3ccc(Br)cc3)C2)cc1OC (stereo not drawn) do in these assays?
Dynein cargo inh: 0.14; Insulin prom up: -0.12; WT yeast gro inh: -12; Lipid droplet: -12; Autophagy mod: inactive; bCat nuc transl: 0.9; HEK293 NOD2/NF-kB: -13%; Yfh1-depleted yeast: inactive; MT stabilizer: 6.7; WT yeast gro inh mutant strain: 9; Dynein cargo inh cytoplasmic EGFP: -0.25; Dynein cargo inh nuclear GR-EGFP: 0.34; Dynein cargo inh cell count: 0.92; Insulin prom up cell count: 1514; Lipid droplet cells 6.5 µM: 705; bCat nuc transl cell count 5 µM: 1468; MT stabilizer Hoechst-high %: 4.2; MT stabilizer cytotoxicity %: 4.9; Autophagy mod cell loss 18 h: 19

Results for Cc1ccc(S(=O)(=O)Nc2cc(C)nn2-c2ccccc2)cc1 ?
Dynein cargo inh: -0.2; Insulin prom up: 0.29; WT yeast gro inh: -1; Autophagy mod: inactive; bCat nuc transl: -2.3; HEK293 NOD2/NF-kB: 8%; Yfh1-depleted yeast: inactive; MT stabilizer: 3.1; WT yeast gro inh mutant strain: -1; Dynein cargo inh cytoplasmic EGFP: -0.32; Dynein cargo inh nuclear GR-EGFP: 0.54; Dynein cargo inh cell count: 0.33; Insulin prom up cell count: 1252; bCat nuc transl cell count 5 µM: 1008; MT stabilizer Hoechst-high %: 2.0; MT stabilizer cytotoxicity %: 3.7; Autophagy mod cell loss 18 h: 4

What do the screens show for `Cc1ccnc(NC(=O)c2cccc(NS(=O)(=O)c3ccccc3C)c2)c1`?
Dynein cargo inh: -0.67; Insulin prom up: -0.12; WT yeast gro inh: 20; Lipid droplet: 1; Autophagy mod: inactive; bCat nuc transl: -0.7; HEK293 NOD2/NF-kB: -4%; Yfh1-depleted yeast: inactive; MT stabilizer: 1.9; WT yeast gro inh mutant strain: 12; Dynein cargo inh cytoplasmic EGFP: -0.23; Dynein cargo inh nuclear GR-EGFP: -0.31; Dynein cargo inh cell count: 0.57; Insulin prom up cell count: 898; Lipid droplet cells 6.5 µM: 718; bCat nuc transl cell count 5 µM: 1166; MT stabilizer Hoechst-high %: 0.8; MT stabilizer cytotoxicity %: 2.9; Autophagy mod cell loss 18 h: -2

What do the screens show for `COC(=O)c1sccc1NC(=O)c1c(-c2ccccc2)noc1C`?
Dynein cargo inh: -0.76; WT yeast gro inh: 17; Lipid droplet: -10; Autophagy mod: inactive; bCat nuc transl: -1.6; HEK293 NOD2/NF-kB: 21%; Yfh1-depleted yeast: inactive; MT stabilizer: 2.5; WT yeast gro inh mutant strain: -5; Dynein cargo inh cytoplasmic EGFP: -0.23; Dynein cargo inh nuclear GR-EGFP: -0.36; Dynein cargo inh cell count: 0.46; Lipid droplet cells 6.5 µM: 565; bCat nuc transl cell count 5 µM: 948; MT stabilizer Hoechst-high %: 2.6; MT stabilizer cytotoxicity %: 3.7; Autophagy mod cell loss 18 h: 0

Results for C[C@@H]1CC=C[C@H]2[C@H]1C(=O)N(Cc1ccccc1)[C@H]2c1ccc(-c2cc3ccccc3s2)cc1F ?
Dynein cargo inh: -0.73; Lipid droplet: -26; bCat nuc transl: -1.2; HEK293 NOD2/NF-kB: -142%; Yfh1-depleted yeast: inactive; Dynein cargo inh cytoplasmic EGFP: -0.74; Dynein cargo inh nuclear GR-EGFP: -0.18; Dynein cargo inh cell count: -0.074; Lipid droplet cells 6.5 µM: 692; bCat nuc transl cell count 5 µM: 1218

How did CCOc1ccc(-n2c(SCC(=O)Nc3ccc(OC)cc3)nc3c(c2=O)SCC3)cc1 do in these assays?
Dynein cargo inh: -0.15; Insulin prom up: -0.29; WT yeast gro inh: 20; Autophagy mod: inactive; bCat nuc transl: -0.2; HEK293 NOD2/NF-kB: 12%; Yfh1-depleted yeast: inactive; MT stabilizer: 2.8; WT yeast gro inh mutant strain: 9; Dynein cargo inh cytoplasmic EGFP: -0.22; Dynein cargo inh nuclear GR-EGFP: 0.15; Dynein cargo inh cell count: 0.65; Insulin prom up cell count: 1667; bCat nuc transl cell count 5 µM: 1369; MT stabilizer Hoechst-high %: 3.3; MT stabilizer cytotoxicity %: 1.3; Autophagy mod cell loss 18 h: -7

How did Cc1nc2c(=O)n(-c3ccc(F)c(Cl)c3)nc(C)c2s1 do in these assays?
Dynein cargo inh: 1.1; Lipid droplet: 0; bCat nuc transl: -3.8; HEK293 NOD2/NF-kB: 5%; Yfh1-depleted yeast: inactive; Dynein cargo inh cytoplasmic EGFP: -0.28; Dynein cargo inh nuclear GR-EGFP: 0.35; Dynein cargo inh cell count: -0.14; Lipid droplet cells 6.5 µM: 702; bCat nuc transl cell count 5 µM: 1194

How did CCCCNc1ccc2nsnc2c1[N+](=O)[O-] do in these assays?
Dynein cargo inh: -0.027; Insulin prom up: -0.5; WT yeast gro inh: 5; Lipid droplet: -1; Autophagy mod: inactive; bCat nuc transl: -1.4; HEK293 NOD2/NF-kB: -19%; Yfh1-depleted yeast: inactive; MT stabilizer: 4.1; WT yeast gro inh mutant strain: 2; Dynein cargo inh cytoplasmic EGFP: -0.24; Dynein cargo inh nuclear GR-EGFP: 0.25; Dynein cargo inh cell count: -0.15; Insulin prom up cell count: 1336; Lipid droplet cells 6.5 µM: 716; bCat nuc transl cell count 5 µM: 1066; MT stabilizer Hoechst-high %: 3.6; MT stabilizer cytotoxicity %: 1.1; Autophagy mod cell loss 18 h: -16

Results for C/C(=N\NC(=O)CSc1nc(C)cc(C)n1)c1ccc([N+](=O)[O-])cc1 ?
Dynein cargo inh: 0.6; Insulin prom up: 0.12; Lipid droplet: 0; bCat nuc transl: -0.9; HEK293 NOD2/NF-kB: 9%; Yfh1-depleted yeast: inactive; Dynein cargo inh cytoplasmic EGFP: -0.16; Dynein cargo inh nuclear GR-EGFP: 0.3; Dynein cargo inh cell count: -0.92; Insulin prom up cell count: 1435; Lipid droplet cells 6.5 µM: 698; bCat nuc transl cell count 5 µM: 1064
